Source: PubChem
D1 potentiator = potentiators of human D1 dopamine receptor. P21728. HEK293 TREx D1 cells, calcium flux, dopamine EC20 potentiation. potentiation, % at 10 µM. 360,000 tested, 0.036% active; in the data active = potentiation above about 30%; note: 0% is about no effect
Vif-APOBEC3F blk = Vif-A3F binding inhibition | Potency, µM (top dose mostly 46.1 µM), inactives show at the highest dose activity, negative = active | 390,000 tested, 0.2% active | AID 602313 | HeLa A3F-eYFP + Vif (tagged APOBEC3F with the HIV-1 protein that degrades it), YFP fluorescence increase; note: potency is the fitted concentration of half-maximal effect; % of control where 0% means no effect; nearly all actives have a fitted effect of over 65% in size
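HeLa cells stably expressing Vif plus C-terminally eYFP-tagged A3F were seeded, incubated overnight at 37 deg C, dosed with compound, incubated overnight again at 37 deg C. Yellow fluorescence (Ex 488/Em 500-530) reported blocked Vif-mediated A3F-eYFP degradation.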
Vif-APOBEC3G blk = Vif-A3G binding inhibition | Q9HC16 | HeLa A3G-eYFP + Vif (tagged APOBEC3G with the HIV-1 protein that degrades it), YFP fluorescence, overnight | Potency, µM (series often up to 46.1 µM), for the others: at the highest dose activity, negative = active, usual class: inhibitors | 410,000 tested, 0.076% active | AID 602310;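 note: potency is the fitted concentration of half-maximal effect; % is set by controls: 0 for no effect and ±100 for the full control effect; nearly all actives have a fitted effect of over 60% in size; hits raise eYFP signal because A3G escapes Vif-driven loss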
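HeLa cells stably expressing Vif and C-terminally eYFP-tagged A3G, seeded overnight at 37 deg C, then exposed to compound by pintool overnight at 37 deg C. Rise in yellow fluorescence (Ex 488/Em 500-530, Acumen) marks blocked Vif-driven A3G degradation.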
RXFP1 antag = RXFP1 (human) relaxin receptor antagonism; HEK293-RXFP1, relaxin-stimulated cAMP HTRF, 30 min; hits give low values; activity change, negative = inhibition, % at 57.5 µM; 350,000 tested, 0.59% active; AID 1259400;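 active = activity change of -60% or lower, but not beyond a set lower limit; inconclusive = change between -60% and -40%, or beyond the set limit; inactive = change above -40%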; note: % is set by controls: 0 for no effect and ±100 for the full control effect
Target sequence (Q9HBX9 whole entry, looked up): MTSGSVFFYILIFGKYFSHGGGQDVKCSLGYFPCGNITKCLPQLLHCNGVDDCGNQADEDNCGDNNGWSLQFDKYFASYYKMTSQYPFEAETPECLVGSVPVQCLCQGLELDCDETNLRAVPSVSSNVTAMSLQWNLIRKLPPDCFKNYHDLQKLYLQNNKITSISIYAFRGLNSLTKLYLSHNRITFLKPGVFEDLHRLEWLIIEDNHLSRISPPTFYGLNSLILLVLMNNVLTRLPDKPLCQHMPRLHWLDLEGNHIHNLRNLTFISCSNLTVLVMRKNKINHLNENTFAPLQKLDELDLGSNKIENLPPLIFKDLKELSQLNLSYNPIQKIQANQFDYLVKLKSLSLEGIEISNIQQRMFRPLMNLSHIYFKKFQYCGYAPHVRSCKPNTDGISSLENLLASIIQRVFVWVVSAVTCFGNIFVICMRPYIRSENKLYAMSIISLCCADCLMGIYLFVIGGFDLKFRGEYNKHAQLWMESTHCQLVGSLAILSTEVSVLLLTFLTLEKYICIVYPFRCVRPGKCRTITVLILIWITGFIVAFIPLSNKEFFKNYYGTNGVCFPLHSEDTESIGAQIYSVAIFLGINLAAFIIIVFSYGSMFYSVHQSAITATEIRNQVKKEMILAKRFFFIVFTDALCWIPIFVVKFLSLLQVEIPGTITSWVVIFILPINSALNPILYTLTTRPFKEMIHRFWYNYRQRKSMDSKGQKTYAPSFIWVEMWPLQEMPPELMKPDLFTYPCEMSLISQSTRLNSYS
D1 antagonist = antagonists of human D1 dopamine receptor. HEK293 TREx D1 cells, calcium flux, dopamine EC80; hits give low values. activity change, negative = inhibition, % at 10 µM. 360,000 tested, 3.2% active; in the data active = activity change below about -30%; note: % is set by controls: 0 for no effect and ±100 for the full control effect
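Antagonism measured as reduced calcium response to an EC80 dopamine addition following 180 s compound pre-read; cells were inducible HEK293 Trex D1 plated overnight at 30 C, read kinetically at 1 cycle/sec.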
D1 ag = human D1 receptor agonism | P21728 | HEK293 T-REx D1 cells, calcium flux, agonist mode | activation, % at 2 µM | 360,000 tested, 1% active | AID 504660; in the data active = activation above about 30%; note: 0% is about no effect
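Tetracycline-induced HEK293 TREx D1 cells, force-coupled to calcium signalling, were dye-loaded with a no-wash calcium kit. Compound was pin-added after a 10 s baseline. Fluorescence was read kinetically at 1 cycle/s for 180 s, with calcium rises flagged as agonism.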
D2 potentiator = D2 dopamine receptor (human) potentiation. AID 485347. 340,000 tested, 0.34% active. P14416. HEK293 T-REx D2, calcium flux, EC20 dopamine potentiation. potentiation, % at 10 µM;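 active = potentiation over 3 SD above the plate norm, cut at about 30% in these data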; note: 0% is about no effect
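Primary screen. Calcium kinetics in induced HEK293 T-REx D2 cells: compound pre-addition 180 s, EC20 dopamine, 180 s more.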
RXFP1 agonist = agonists of human relaxin receptor RXFP1; HEK293T-RXFP1 cAMP TR-FRET, 30 min; response scale: percent of porcine relaxin response, buffer zero; Potency, µM (series often up to 57.5 µM), inactives show at the top dose activation, hits mostly activators; 370,000 tested, 0.3% active; AID 2676; note: potency is the fitted concentration of half-maximal effect; % is set by controls: 0 for no effect and ±100 for the full control effect; nearly all actives have a fitted effect of over 60% in size; many of its hits are not listed in these tables
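HEK293 cells stably expressing RXFP1, treated 30 min at 37C with compounds plus PDE4 inhibitor Ro 20174; cAMP measured by HTRF TR-FRET. Normalized to buffer and 29 nM porcine relaxin; EC50 by Hill fit.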
GRP78 ERSR act = induces the endoplasmic reticulum stress response in human glioma cells. AID 602332. Potency, µM, without a hit: at the highest dose activation, usual class: activators. 420,000 tested, 0.02% active. U87-MG GRP78 promoter luciferase reporter, 16 h; note: potency is the fitted concentration of half-maximal effect; series mostly up to about 76 µM; % of control where 0% means no effect; nearly all actives have a fitted effect of over 35% in size
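Stably transfected U87-MG glioma cells carrying a GRP78-based luciferase sensor; 16 h compound incubation. Luminescence end-point read 10 min after Bright-Glo addition at room temperature.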
* hit, by the source's call; ? = inconclusive; . = not tested or not shown; & = joins results of further samples. Unless noted, calls come from the whole dose curve; as a rule, active = well fitted curve in the direction sought with a large enough effect; inconclusive = small, poorly fitted or top-dose-only effect, or another doubt; inactive = no such curve, though single readings can be large; an effect the other way counts as inactive or inconclusive.

Each structure is followed by: D1 potentiator	Vif-APOBEC3F blk	Vif-APOBEC3G blk	RXFP1 antag	D1 antagonist	D1 ag	D2 potentiator	RXFP1 agonist	GRP78 ERSR act
> COC(=O)CCN1CCN(S(=O)(=O)c2cccc(Br)c2)CC1
 : 3	-12%	1%	-15	12	6	2	1.9%	-5%
> COC(=O)c1c(NC(=O)Cn2cc([N+](=O)[O-])cn2)sc2c1CCC2
 : 1	6%	2%	2	1	3	2	0.6%	-3%
> CCOC(=O)/C(C)=N/Nc1nc(-c2ccc(NC(C)=O)cc2)cs1
 : -2	2%	-6%	-13	-3	1	8	1.4%	-1%
> COc1cccc(N2C(=O)C(CC(=O)Nc3ccc(F)cc3)N(CCC3=CCCCC3)C2=O)c1 (stereo not given)
 : -2	-10%	-4%	.	-10	9	-27	9.9%	-2%
> COc1ccc(-c2nc3sc(CCNC(=O)C(=O)Nc4c(C)cccc4C)c(C)n3n2)cc1
 : 0	-2%	2%	2	.	-1	14	2.0%	0%
> Cc1ccc2oc(C(=O)Nc3sc4c(c3C(=O)NCC3CCCO3)CCC4)cc(=O)c2c1 (stereo not given)
 : 2	0%	3%	-2	-8	0	.	0.3%	-2%
> Cc1cccc(NS(=O)(=O)c2ccc(C(=O)N3CCC3)cc2)c1C
 : -2	-2%	0%	26	5	11	-13	1.9%	-1%
> Cc1ccc(NC(=O)C2CC(=O)N/C(=N/NC(=O)c3ccc(C)cc3)S2)cc1 (stereo not given)
 : -2	1%	1%	-9	-5	3	1	-1.0%	-2%
> O=S(=O)(Nc1cccc(S(=O)(=O)N2CCCC2)c1)c1cccs1
 : .	-1%	1%	-3	.	.	.	.	-4%
> CCOC(=O)N1CCN(C(=O)COc2ccc(Cl)cc2)CC1
 : -2	-7%	-5%	-15	0	0	2	2.1%	-2%
> Cc1ccc(NC(=O)COc2ccc(C3SCCS3)cc2)cc1
 : -8	0%	0%	-2	-19	13	-19	0.6%	7%
> COc1ccc(Nc2cc(C)c3c(O)cccc3n2)cc1
 : -16	1%	2%	12	-33*	8	-7	-0.4%	0%
> CCCCN1C(=S)NC[C@@H]1C(C)CC (stereo not given in full)
 : 0	0%	3%	.	-28	-5	2	-0.4%	-3%
> COC(=O)[C@@H](N)CS
 : 5	-3%	3%	.	-9	1	-9	1.7%	-1%&-4%
> O=C(CN(Cc1ccc(F)cc1)C(=O)c1csnn1)NCc1ccccc1
 : .	?	7%	-9	18	5	0	0.4%	-4%
> CCc1cc2c(COC(=O)c3c(C)noc3C)cc(=O)oc2cc1O
 : -6	6%	2%	-9	6	4	5	5.9%	?
> CC(=O)Nc1ccc(Nc2nc3ccccc3n3cnnc23)cc1
 : -7	-1%	3%	3	-5	0	3	4.0%	1%
> CCOC(=O)C(C)n1cnc2c(nnn2-c2cccc(OC)c2)c1=O (stereo not given)
 : -5	11%	-1%	8	-9	4	2	4.8%	2%
> CCC(C)(C)NC(=O)C1CCN(S(=O)(=O)c2c(C)noc2/C=C/c2ccc(C)cc2)CC1
 : -2	1%	0%	.	-15	3	4	0.5%	-2%
> COC(=O)CC1NCCNC1=O (stereo not given)
 : -4	3%	3%	0	0	3	12	0.9%	-1%
> O=C(Cc1ccc(F)cc1)N/N=C/c1ccncc1
 : -9	?	0%	6	-16	2	-7	2.6%	-2%
> C=C(C)C(=O)Nc1cccnc1Oc1ccc(F)cc1
 : -2	2%	0%	-2	12	-1	6	1.0%	-5%
> Cc1cc(C)cc(N(CC(=O)NCc2ccccc2Cl)S(=O)(=O)c2c(C)[nH]c(=O)[nH]c2=O)c1
 : 4&-3	1%&-3%	1%&-1%	0&-9	12&-9	1&2	8&-11	3.7%&2.0%	4%&-2%
> CC1C(C#N)=C(SCC(N)=O)NC2=C1C(=O)CC(C)(C)C2 (stereo not given)
 : -3	-1%	0%	-21	0	3	-2	3.3%	0%
> COc1ccc(-c2csc(N(CC3CCCO3)C(=O)c3ccc(C)cc3)n2)cc1 (stereo not given)
 : -6	-5%	3%	-15	-2	5	-5	-0.5%	-4%
> CC1CCN(S(=O)(=O)c2cccc(C(=O)O)c2)CC1
 : -1	-7%	-1%	2	2	1	-6	1.3%	-2%
> O=C(CSc1nc2ccccc2s1)Nc1ccc2c(c1)OCO2
 : -5	1%	1%	11	-6	3	8	-1.2%	3%
> Cc1ccc2nc(C)cc(N3CCOCC3)c2c1
 : -4	3%	-5%	-2	-19	1	-5	-1.2%	-3%
> COc1ccccc1OCc1ccc(C(=O)n2nc(C)c(Cl)c2C)o1
 : 2	-1%	0%	-12	0	6	.	0.2%	-1%
> COCCCn1c(SCC(N)=O)nnc1-c1ccccc1
 : -9	-4%	-1%	-3	-1	2	-2	0.9%	-3%
> O=C(Nc1ccc(F)cc1)[C@H](CSCc1ccccc1)N1Cc2ccccc2C1=O
 : -2	1%	4%	.	4	4	-1	-2.5%	-2%
> O=C(COc1ccccc1)NCC(=O)N/N=C/c1ccc(Cl)cc1
 : -2	-1%	7%	-6	-13	10	1	1.6%	2%
> CCc1ccccc1NC(=O)C1CCCN(c2nccc(C)n2)C1 (stereo not given)
 : -5	?	-4%	12	-7	3	.	0.0%	-3%
> C=CCn1c(SCC(=O)Nc2ccc(C)cc2C)nnc1-c1cccnc1
 : 5	.	3%	3	-2	0	-8	-0.2%	0%
> Clc1ccccc1-c1ncc2ccccn12
 : -3	-4%	0%	-9	-5	0	0	0.8%	2%
> Cn1cc([N+](=O)[O-])c(C(=O)Nc2cc(Oc3cccnc3)cc([N+](=O)[O-])c2)n1
 : -2	-15%	-16%	5	-8	2	.	0.8%	-17%
> O=C(NCCc1ccc(F)cc1)C1CCC(=O)N(CC2CCCCC2)C1 (stereo not given)
 : .	-7%	-2%	-7	.	.	.	.	-2%
> C=CCOC(=O)CCC(=O)Nc1cccc2ccccc12
 : 1	5%	0%	-1	-1	3	.	0.0%	-5%
> CCOc1ccc(C(=O)N(Cc2nc(-c3cccc(C)c3)no2)C(C)C)cc1
 : 1	-3%	5%	.	-17	47*	.	-1.9%	-3%
> CN(Cc1ccc(F)cc1)C(=O)c1ccc(NS(=O)(=O)c2ccc3[nH]c(=O)[nH]c3c2)cc1
 : -2	2%	2%	-14	23	4	.	1.4%	-6%
> CCc1nc(CNC(=O)C2CCC(=O)N(CCc3ccc(OC)cc3)C2)cs1 (stereo not given)
 : -3	-16%	2%	0	2	1	1	0.6%	-2%
> FC(F)Oc1cccc2cccnc12
 : -1	-7%	-1%	0	-7	0	5	0.3%	-3%
> Cc1cccc(C)c1OC(=O)CN1C(=O)c2ccccc2C1=O
 : 2	11%	2%	0	11	5	2	-1.0%	-4%
> Cc1ccc(Nc2nc(N)nc(CN3CCCCCC3)n2)cc1
 : -6	-2%	-1%	2	-4	1	.	-0.5%	-1%
> CCCCCCOC(=O)C(C#N)c1nc2ccccc2nc1N1CCCCC1 (stereo not given)
 : 2	-1%	2%	9	7	0	35*	-0.6%	0%
> O=C(Nc1ccc(Cl)cc1)[C@@H]1[C@@H]2C(=O)N(c3ccc(Cl)cc3)C(=O)[C@@H]2[C@H]2C=CC=NN21
 : 2	-10%	-2%	-15	.	-1	7	-0.9%	-2%
> Cc1c(Cl)cccc1NC(=O)CC1Oc2ccccc2NC1=O (stereo not given)
 : -1&-4	5%&3%	0%&8%	-10&-3	-5&2	0&-1	10	0.0%&-1.5%	-1%&0%
> O=C(NCc1nnc(SCC(=O)N2CCCCCC2)o1)c1ccc(F)cc1
 : -3	-5%	0%	-9	6	0	3	0.8%	-4%
> CCOC(=O)C1CCN(C(=O)C2CCCN2S(=O)(=O)c2ccc(Cl)cc2)CC1 (stereo not given)
 : 0	6%	1%	-1	-2	2	8	0.3%	-5%
> COC(=O)c1c(C)[nH]c(C(=O)OC(C)C(=O)N(C)C2CCCCC2)c1C (stereo not given)
 : -1	5%	-1%	-4	3	6	1	1.0%	-4%

More entries follow:
Each structure is followed by: D1 potentiator	Vif-APOBEC3F blk	Vif-APOBEC3G blk	RXFP1 antag	D1 antagonist	D1 ag	D2 potentiator	RXFP1 agonist	GRP78 ERSR act
> COc1ccc(/C(C)=N/NC(=O)CNC(=O)/C=C\c2ccccc2OC)c(OC)c1
 : 2	-2%	2%	-20	-13	1	0	2.2%	-5%
> O=S(=O)(c1ccc(NC(=S)NC2CCCC2)cc1)N1CCCC1
 : -7	-20%	-9%	-22	-26	28	2	-0.4%	-5%
> O=C(Cc1ccc(-n2c(=O)[nH]c3ccsc3c2=O)cc1)N1CCN(c2ccc(Cl)cc2)CC1
 : -4	3%	1%	-14	3	1	15	1.6%	-4%
> CNC(=O)C[C@H]1C(=O)N(CCc2ccccc2)C[C@@H]1c1ccc(OC)cc1
 : .	-6%	3%	8	.	.	.	.	-2%
> COCc1cc(N2CCOCC2)nc(SCc2ccc(Cl)cc2)n1
 : -2	0%	-6%	-10	0	20	6	0.8%	-4%
> O=C(CN1CCCCCCC1)Nc1ccc(Cl)cc1Cl
 : 3	-18%	-4%	-11	18	5	-4	0.7%	-1%

A portion of the library; rates above refer to the full screens.
